Source: PubChem (several laboratories)
CHRM5 PAM = CHRM5 positive allosteric modulation | CHO-K1 hM5, Fluo-8 calcium, ACh EC20 PAM; 0% = ACh EC20, 100% = ACh EC100 | activation, % at 3 µM | AID 624038 | P08912 | 0.3% of 360,000 active;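 active = activation above the run cutoff, the mean activation of all test compounds plus 3 SD, cut at about 18% in these data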
Target sequence (P08912 whole entry, looked up): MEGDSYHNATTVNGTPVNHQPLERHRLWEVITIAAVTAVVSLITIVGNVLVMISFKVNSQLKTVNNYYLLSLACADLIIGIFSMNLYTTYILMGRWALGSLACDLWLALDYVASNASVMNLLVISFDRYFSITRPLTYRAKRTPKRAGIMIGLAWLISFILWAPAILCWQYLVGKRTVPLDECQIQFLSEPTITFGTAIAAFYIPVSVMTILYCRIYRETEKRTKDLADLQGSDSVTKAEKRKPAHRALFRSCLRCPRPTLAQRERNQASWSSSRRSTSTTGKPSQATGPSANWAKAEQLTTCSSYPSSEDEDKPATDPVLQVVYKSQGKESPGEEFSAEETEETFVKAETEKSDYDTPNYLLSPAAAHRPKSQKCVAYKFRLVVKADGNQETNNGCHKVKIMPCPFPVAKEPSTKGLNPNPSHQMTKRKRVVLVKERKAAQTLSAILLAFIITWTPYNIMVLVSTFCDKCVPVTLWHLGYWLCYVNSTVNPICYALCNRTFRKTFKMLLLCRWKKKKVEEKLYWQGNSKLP
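Measured by: Fluo-8 calcium fluorescence; material: human M5 receptor in CHO-K1 cells; schedule: Post-acetylcholine fluorescence recording 140 s; benchmarks: low control EC20 acetylcholine (0%), high control EC100 acetylcholine (100%); read-out: Max/basal fluorescence ratio as % of EC20–EC100 ACh window; compound: single dose, 3 µM nominal final test concentration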
CHRM4 agonist = CHRM4 agonism in calcium assay | activation, % at 3 µM | AID 624127 | CHO-K1 hM4/Gqi5, Fluo-8 calcium fluorescence; vehicle 0%, full acetylcholine response 100% | 0.14% of 360,000 active | P08173;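 active = activation above the run mean over all test wells plus 3 SD, cut at about 32% in these data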;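 note: peak over basal fluorescence ratio per well then scaled between controls; 0% = DMSO wells and 100% = acetylcholine at EC100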
Target sequence (P08173 whole entry, looked up): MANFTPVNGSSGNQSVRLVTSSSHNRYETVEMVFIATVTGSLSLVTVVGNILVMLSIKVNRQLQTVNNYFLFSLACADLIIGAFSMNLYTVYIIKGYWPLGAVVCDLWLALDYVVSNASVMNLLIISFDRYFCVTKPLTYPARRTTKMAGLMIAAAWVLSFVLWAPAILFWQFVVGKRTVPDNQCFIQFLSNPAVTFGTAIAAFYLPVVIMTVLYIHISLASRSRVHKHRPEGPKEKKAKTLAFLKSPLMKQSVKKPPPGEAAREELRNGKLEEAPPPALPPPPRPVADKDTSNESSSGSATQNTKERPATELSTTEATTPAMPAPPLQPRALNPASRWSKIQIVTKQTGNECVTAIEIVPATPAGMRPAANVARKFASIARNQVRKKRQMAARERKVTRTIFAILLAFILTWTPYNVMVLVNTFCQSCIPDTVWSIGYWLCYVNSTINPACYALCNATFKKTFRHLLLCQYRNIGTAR
CHRM1 PAM = positive allosteric modulators of human M1 muscarinic receptor; P11229; CHO-K1 hM1, Fluo-8 calcium fluorescence, ACh EC20; 0% = ACh EC20, 100% = maximal ACh; activation, % at 3 µM; 0.088% of 360,000 active; AID 588819; in the data active = activation above about 19%, passing the limit was not always enough
CHRM5 agonist = CHRM5 agonism in calcium assay | P08912 | CHO-K1 hM5 cells, Fluo-8 calcium fluorescence; 0% DMSO wells, 100% maximal acetylcholine response | activation, % at 3 µM | 0.19% of 360,000 active | AID 624037;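 active = activation above the run's mean over test compounds plus 3 SD, cut at about 23% in these data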;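 note: signal is peak over basal fluorescence ratio across the kinetic read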
CHRM1 antagonist = antagonists of human M1 muscarinic receptor; P11229; CHO-K1 hM1, Fluo-8 calcium fluorescence, ACh EC80 antagonist; inhibition, % at 3 µM; 1.3% of 360,000 active; AID 588852;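 active = percent inhibition above its own plate's cutoff, namely the mean of that plate's compound wells plus 3 SD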;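 note: peak over basal fluorescence ratio during 140 s after agonist addition; 0% = ACh EC80 plus DMSO and 100% = DMSO alone without agonist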
M5 antag = blocks acetylcholine activation of human M5 receptor; inhibition, % at 3 µM; AID 624040; 0.59% of 360,000 active; P08912; CHO-hM5 cells, Fluo-8 calcium fluorescence, ACh EC80;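 active = inhibition above a per-plate cutoff, the mean of that plate's test compounds plus 3 SD, cut at about 27% in these data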;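 note: 0% = acetylcholine EC80 with DMSO and 100% = DMSO without agonist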
M4 antag = blocks acetylcholine activation of human M4 receptor. P08173. CHO-hM4 cells, ACh EC80, Fluo-8 calcium fluorescence. inhibition, % at 3 µM. 0.73% of 360,000 active. AID 624125;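 active = inhibition above its plate's cutoff, the mean inhibition of sample wells plus 3 SD, cut at about 27% in these data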;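 note: 0% = acetylcholine EC80 with DMSO and 100% = DMSO without agonist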
CHRM4 PAM = CHRM4 positive allosteric modulation | P08173 | CHO-K1 hM4/Gqi5, Fluo-8 calcium fluorescence, ACh EC20; 0% = ACh EC20, 100% = maximal ACh | activation, % at 3 µM | 0.4% of 360,000 active | AID 624126;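 active = activation above its plate's cutoff, the mean activation of sample wells plus 3 SD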; note: some results filed as inactive read as strong as hits
CRFBP-R2 agonist = CRF-BP/CRF-R2 complex agonism; HEK293 CRF-R2/CRF-BP, calcium dye fluorescence (FLIPR); percent of saturating CRF peptide response; activation, % at 13.2 µM; 0.46% of 350,000 active;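 active = activation of at least 50%, plus an integration ratio under a set limit after plate pattern correction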;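 note: plate controls were neutral control wells without compound for no effect and CRF at EC100 for full effect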
Numbers without * were called inactive; nt = no result given; & = joins results of further samples. Hits appear at their usual frequency; about 2.8% have a hit in one of these screens.

The first 15 entries (preview)
CHRM5 PAM,CHRM4 agonist,CHRM1 PAM,CHRM5 agonist,CHRM1 antagonist,M5 antag,M4 antag,CHRM4 PAM,CRFBP-R2 agonist,mol
6,3,-3,4,4,-8,-7,11,2.2,COCCn1c(SCC(=O)Nc2ccccc2OC)nc2c(oc3ccccc32)c1=O
-10,13,-2,-4,-2,8,-1,-25,-0.5,Cc1cc(CN(C)Cc2cn(C)nc2-c2ccc(Oc3ccccc3)cc2)on1
-2,0,10,-1,-5,8,7,12,-1.0,Cc1ccc2nc(SCC(=O)NCCCN3CCCC3=O)[nH]c2c1
4,1,10,-3,-13,-4,-13,5,0.5,CC1(C)CC(=O)N(c2ccc(Cl)c(Cl)c2)C(=O)C1
16,2,0,-6,-8,-15,-12,0,4.2,O=C(NCCc1ccccc1)C1CCCN(S(=O)(=O)c2cccnc2)C1 (centres undefined)
-4,1,4,-1,-7,5,10,-13,0.2,COCC(=O)OC/C(O)=C(\C#N)c1nc2ccccc2[nH]1
8&-3,1&0,6&-1,-2&-2,-12&3,10&6,-10&2,0&-5,4.3&0.9,COc1ccc(NC(=O)c2ccc(CNc3c(NC4CCCCC4)c(=O)c3=O)cc2)cc1OC
0,3,10,-3,-5,5,5,-4,0.1,CC(=O)c1cc(NC(=O)c2cccc(C(F)(F)F)c2)c(=O)oc1C
-7,2,4,2,0,6,-2,8,-1.1,CN(CC(=O)Nc1ccccc1Cl)C(=O)COC(=O)/C=C/c1cccs1
3,0,7,0,-4,-6,-1,10,0.0,CC(C)c1ccc(CN(C(=O)C2COc3ccccc3O2)C2CCS(=O)(=O)C2)cc1 (centres undefined)
19*,2,-2,21,-3,-4,-2,-2,nt,O=C(Nc1ccc2c(c1)OCCO2)C(c1ccnc2ccccc12)N1CCN(c2ccc(F)cc2)CC1 (centres undefined)
-1,0,2,-3,-5,-3,0,-5,-0.1,S=C1NCCOCCOCCOCCNC(=S)N2CCOCCOCCN1CCOCCOCC2
9,0,13,2,-19,-17,12,10,2.8,CC1C(c2ccccc2)N(C)CCC12NC(=O)NC2=O (centres undefined)
0,0,11,-1,-19,5,-3,5,nt,Cc1cc(NC(=O)c2ccc3sc([C@@H]4O[C@H](CO)[C@H](O)[C@H](O)[C@H]4O)nc3c2)no1
-5,3,-8,0,-28,1,-3,2,-0.5,C=CCn1c(=O)/c(=C/c2ccc(F)cc2)s/c1=C(\C#N)c1nnc2n1CCCCC2

The listing, from the start:
CHRM5 PAM,CHRM4 agonist,CHRM1 PAM,CHRM5 agonist,CHRM1 antagonist,M5 antag,M4 antag,CHRM4 PAM,CRFBP-R2 agonist,mol
6,3,-3,4,4,-8,-7,11,2.2,COCCn1c(SCC(=O)Nc2ccccc2OC)nc2c(oc3ccccc32)c1=O
-10,13,-2,-4,-2,8,-1,-25,-0.5,Cc1cc(CN(C)Cc2cn(C)nc2-c2ccc(Oc3ccccc3)cc2)on1
-2,0,10,-1,-5,8,7,12,-1.0,Cc1ccc2nc(SCC(=O)NCCCN3CCCC3=O)[nH]c2c1
4,1,10,-3,-13,-4,-13,5,0.5,CC1(C)CC(=O)N(c2ccc(Cl)c(Cl)c2)C(=O)C1
16,2,0,-6,-8,-15,-12,0,4.2,O=C(NCCc1ccccc1)C1CCCN(S(=O)(=O)c2cccnc2)C1 (centres undefined)
-4,1,4,-1,-7,5,10,-13,0.2,COCC(=O)OC/C(O)=C(\C#N)c1nc2ccccc2[nH]1
8&-3,1&0,6&-1,-2&-2,-12&3,10&6,-10&2,0&-5,4.3&0.9,COc1ccc(NC(=O)c2ccc(CNc3c(NC4CCCCC4)c(=O)c3=O)cc2)cc1OC
0,3,10,-3,-5,5,5,-4,0.1,CC(=O)c1cc(NC(=O)c2cccc(C(F)(F)F)c2)c(=O)oc1C
-7,2,4,2,0,6,-2,8,-1.1,CN(CC(=O)Nc1ccccc1Cl)C(=O)COC(=O)/C=C/c1cccs1
3,0,7,0,-4,-6,-1,10,0.0,CC(C)c1ccc(CN(C(=O)C2COc3ccccc3O2)C2CCS(=O)(=O)C2)cc1 (centres undefined)
19*,2,-2,21,-3,-4,-2,-2,nt,O=C(Nc1ccc2c(c1)OCCO2)C(c1ccnc2ccccc12)N1CCN(c2ccc(F)cc2)CC1 (centres undefined)
-1,0,2,-3,-5,-3,0,-5,-0.1,S=C1NCCOCCOCCOCCNC(=S)N2CCOCCOCCN1CCOCCOCC2
9,0,13,2,-19,-17,12,10,2.8,CC1C(c2ccccc2)N(C)CCC12NC(=O)NC2=O (centres undefined)
0,0,11,-1,-19,5,-3,5,nt,Cc1cc(NC(=O)c2ccc3sc([C@@H]4O[C@H](CO)[C@H](O)[C@H](O)[C@H]4O)nc3c2)no1
-5,3,-8,0,-28,1,-3,2,-0.5,C=CCn1c(=O)/c(=C/c2ccc(F)cc2)s/c1=C(\C#N)c1nnc2n1CCCCC2
-2,0,5,0,-2,-1,7,1,1.4,CCCCN(CC)C(=O)CSc1nc2ccccc2c(=O)n1CC1COc2ccccc2O1 (centres undefined)
0,6,6,3,-6,11,-1,-2,0.1,O=S(=O)(Nc1ccc(Cl)cc1)c1ccc(N2CCOCC2)c(NC(=S)NCCN2CCOCC2)c1
-6,1,-2,-3,4,0,9,-8,-2.6,CN(C)/C=C1\C(=O)ON=C1c1ccccc1
15,1,10,2,-7,-6,-3,10,12,Cc1cc(NS(=O)(=O)c2ccc(NS(=O)(=O)c3ccc(CC(C)C)cc3)cc2)nc(C)n1
15,1,5,-3,-10,-6,-8,-5,0.0,COc1ccc(/C=N/NC(=O)c2cccc(C(=O)N/N=C/c3ccc(OC)cc3)n2)cc1
0,3,9,1,-8,10,-5,9,0.4,O=C(CN1C(=O)NC2(CCOc3ccccc32)C1=O)Nc1cccc([N+](=O)[O-])c1 (centres undefined)
0,2,6,-1,-7,5,4,2,-0.5,Cc1c(C(=O)N/N=C/c2ccccn2)nnn1-c1nonc1N
3,2,4,-4,-10,1,-3,-3,4.2,Cn1cccc1CNC(=S)Nc1ccccc1F
10,1,15,2,-6,-5,-11,12,1.0,NC(=O)[C@@H]1CCCCNc2c(F)cc([N+](=O)[O-])cc2C(=O)N[C@@H](CCCN=C(N)N)C(=O)NCC(=O)N1
-2,1,15,1,-8,0,-4,1,nt,Cc1cc(C)cc(C(O)c2ncc(-c3ccccc3F)[nH]2)c1 (centres undefined)
3,2,3,-6,0,1,9,-3,0.2,CS(C)(=O)=NS(=O)(=O)c1ccc(Cl)cc1
0,2,4,0,-4,6,-1,-4,-0.4,CN(Cc1ccccc1)C(=O)CN1C(=O)c2ccccc2C1=O
0,1,8,-2,-3,7,12,11,29,Cc1cccc(C2=N/C(=C/c3cccs3)C(=O)O2)c1
-5,2,-5,1,10,-1,5,-10,1.5,O=C(NCc1ccc2c(c1)OCO2)c1ccc(Cl)c(S(=O)(=O)N2CCOCC2)c1
6,3,3,-3,-19,-5,-14,-1,0.1,COc1ccccc1C(=O)Nc1ccc2ccccc2c1
-8,10,-14,2,-2,3,-22,-4,3.7,CCC(=O)c1cc(F)c(N2CCN(C(=O)c3ccco3)CC2)cc1C
-9,1,-2,-9,-6,19,6,-25,2.6,CC(C)=CCCC(C)CN1CCC(N2CCC(C(=O)N3CCOCC3)CC2)CC1 (centres undefined)
1,1,7,0,-10,-2,2,0,-0.9,O=C(NCC1CCCO1)/C(=C/c1ccc(Cl)cc1)NC(=O)c1ccccc1 (centres undefined)
-5,7,3,2,3,5,3,-8,1.9,COc1ccc(/C=C/C(=O)Nc2cccc(C(C)=O)c2)cc1
10,2,-3,-3,3,-6,-24,17,3.7,CC(C)NC(=O)c1onc(CSc2ccccc2)c1C(=O)O
-3,0,25,-2,-31,11,4,-3,-0.9,O=C1NC(c2ccccc2)Oc2ccccc21 (centres undefined)
-4,16,-7,9,21,5,13,-9,108*,O=c1c(O)c(-c2cccs2)oc2ccccc12
-1,2,0,-3,-6,2,3,1,-0.1,CCN(CC)CCN1C(=O)C(O)=C(C(=O)c2cc3ccccc3o2)C1c1cccnc1 (centres undefined)
2,2,1,5,-3,6,4,-3,0.5,O=C1NC(=S)NC1=Cc1ccc(Cl)cc1Cl
2,2,nt,0,nt,-4,-9,13,nt,CC(C)NC(=O)C1(C)CSCC(=O)N1CCCn1ccnc1 (centres undefined)
-7,3,12,1,-13,7,-12,-1,6.1,Cc1ccc(S(=O)(=O)N2CCC(C(=O)OCc3ccccc3)CC2)cc1C
6,1,8,-9,-4,-2,0,0,0.6,O=C(NCCCn1ccnc1)c1ccc(Cl)cc1[N+](=O)[O-]
-4,2,6,0,-13,12,2,1,-0.6,CN(C)c1nc(-c2ccccc2)ns1
-4,3,11,-1,-12,12,-13,4,-0.1,CN(Cc1ccc(Br)s1)C(=O)CNC(=O)c1ccc2c(c1)OCO2
10,nt,12,4,-2,-10,-3,8,0.4,COC(=O)[C@]1(CC(C)C)N[C@H](c2ccc(SC3CCCCC3)cc2)[C@@H]2C(=O)N(C)C(=O)[C@@H]21
-11,0,-7,-6,0,2,-9,-4,1.2,O=C(CNc1cccc(C(F)(F)F)c1)N/N=C/C1CCCCC1
-2,0,0,-4,9,8,1,2,1.7,CCn1cc(C(=O)N[C@@H](C)C(=O)NCCCN2CCOCC2)c(=O)c2cc3c(cc21)OCO3
3,1,0,-4,-2,-9,-14,2,3.3,COC(=O)c1cccc(NC(=O)CSc2nnc(C)o2)c1
-6,4,6,-4,5,22,21,-1,2.7,O=C(N/N=C/c1ccccn1)c1sc2ccccc2c1Cl
4,2,5,-3,-2,-7,-1,0,0.9,O=C(N/C(=C/c1ccc(Cl)cc1)C(=O)N1CCOCC1)c1ccccc1

Additional results.
CHRM5 PAM,CHRM4 agonist,CHRM1 PAM,CHRM5 agonist,CHRM1 antagonist,M5 antag,M4 antag,CHRM4 PAM,CRFBP-R2 agonist,mol
-3,0,-1,-2,4,9,0,-4,-0.6,CC(C)(C)C(Cn1ccnc1)NC(=O)c1ccc2nc(C3CC3)oc2c1 (centres undefined)
-5,1,7,-3,-16,10,-9,8,-1.4,O=C(COc1ncnc2cc(Cl)ccc12)c1ccc2c(c1)OCCO2
-6,0,-24,-12,29*,2,12,-18,0.8,CC1CN(CCCCOc2cccc(Oc3ccccc3)c2)CC(C)O1 (centres undefined)
-12,10,0,-2,-2,10,-12,-8,1.0,Cc1ccc(C)c(CSC2=NCCN2C(=O)c2cccs2)c1
3,3,-4,-2,-4,-7,-3,-4,11,COc1cc2nc3n(c(=O)c2cc1OC)-c1cc2ccccc2cc1C(=O)NC3CC(C)C (centres undefined)
6,0,6,-2,-10,1,-6,1,10,Cc1sc2ncnc(OCC(=O)NC(C)C)c2c1C
3,1,13,1,-15,4,-6,2,0.4,CCOc1ccc(S(=O)(=O)NCCCn2ccnc2)cc1
3,1,4,1,-3,-4,10,5,-0.6,COc1cc2nc(SCc3ccc(C(F)(F)F)cc3)n(Cc3cccs3)c(=N)c2cc1OC
6,1,10,1,-18,2,0,5,-0.6,CCC(=O)Nc1nn(C)c2nc3c(C)cccc3cc12
